Tau FP inhib: inhibitors of human tau fibril formation. actives 0.39% (n = 280,000). P10636. Potency, µM (highest dose often 57.7 µM), without a hit: at the highest dose activity, negative = inhibition, hits mostly inhibitors. K18 P301L tau heparin fibrillization, Alexa594 FP, 6 h; note: potency is the fitted concentration of half-maximal effect; % is set by controls: 0 for no effect and ±100 for the full control effect; nearly all actives have a fitted effect of over 55% in size
Target sequence (P10636 561-689 P618L limits assumed): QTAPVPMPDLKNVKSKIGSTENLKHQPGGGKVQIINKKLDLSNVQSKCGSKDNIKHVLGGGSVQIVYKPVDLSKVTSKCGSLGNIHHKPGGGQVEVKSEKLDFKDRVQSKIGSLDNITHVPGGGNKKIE
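Read-out: fluorescence polarization of Alexa 594-labeled tau (0.24 uM), 555 nm excitation, 632 nm emission. Mixtures held 15 uM unlabeled K18 P301L, compound and 20 uM heparin, pH 7 acetate buffer, incubated 6 hr at 37 C.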
TRb SRC2 PPI: TRbeta-SRC2 interaction inhibition. P10828. TRbeta-SRC2 peptide binding, fluorescence polarization; receptor liganded with 1 µM T3. Potency, µM (highest dose often 106 µM), inactives show at the highest dose activity change, negative = inhibition, actives largely listed as inhibitors. actives 0.065% (n = 280,000). AID 1469;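 note: potency is the fitted concentration of half-maximal effect; plate controls were bound peptide for no effect and peptide without receptor for full effect; nearly all actives have a fitted effect of over 50% in size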
Target sequence (P10828 whole entry, looked up): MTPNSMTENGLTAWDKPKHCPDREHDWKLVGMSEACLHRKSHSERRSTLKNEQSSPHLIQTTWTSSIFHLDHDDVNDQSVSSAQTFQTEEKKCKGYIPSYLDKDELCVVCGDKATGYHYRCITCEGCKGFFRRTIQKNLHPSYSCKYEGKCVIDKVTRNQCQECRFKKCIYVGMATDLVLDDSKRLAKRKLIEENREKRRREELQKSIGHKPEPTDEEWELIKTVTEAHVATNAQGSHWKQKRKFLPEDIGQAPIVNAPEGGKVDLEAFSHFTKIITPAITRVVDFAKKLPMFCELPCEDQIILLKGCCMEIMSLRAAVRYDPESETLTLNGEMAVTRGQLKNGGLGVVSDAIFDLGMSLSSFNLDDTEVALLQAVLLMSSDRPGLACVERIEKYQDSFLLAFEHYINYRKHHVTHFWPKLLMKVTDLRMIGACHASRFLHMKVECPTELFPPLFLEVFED
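Fluorescence polarization of 20 nM Texas Red SRC2 peptide with 0.6 uM human TRb ligand-binding domain, in Tris buffer with 1uM T3 and 5% DMSO. Incubated 5 hr ambient; normalized to unbound and bound controls.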
NPSR antag: blocks cAMP signaling of the human neuropeptide S receptor; Q6W5P4; CHO-NPSR cells, cAMP TR-FRET, antagonist mode; Potency, µM (doses to about 38.3 µM), without a hit: at the highest dose activity change, negative = inhibition, usual class: inhibitors; actives 1% (n = 220,000); note: potency is the fitted concentration of half-maximal effect; % is set by controls: 0 for no effect and ±100 for the full control effect; nearly all actives have a fitted effect of over 50% in size; many of its hits are not listed in these tables
Target sequence (Q6W5P4 whole entry, looked up): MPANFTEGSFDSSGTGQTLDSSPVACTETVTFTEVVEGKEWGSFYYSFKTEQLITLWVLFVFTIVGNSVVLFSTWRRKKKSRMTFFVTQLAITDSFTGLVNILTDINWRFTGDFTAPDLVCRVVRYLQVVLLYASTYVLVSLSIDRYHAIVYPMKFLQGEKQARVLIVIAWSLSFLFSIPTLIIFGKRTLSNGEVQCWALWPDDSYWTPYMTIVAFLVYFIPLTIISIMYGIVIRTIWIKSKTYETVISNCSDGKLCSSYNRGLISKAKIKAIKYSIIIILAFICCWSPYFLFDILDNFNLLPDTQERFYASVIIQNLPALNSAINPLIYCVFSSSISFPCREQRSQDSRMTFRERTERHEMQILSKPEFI
TR SRC2 fluor cs: alters Texas Red total fluorescence, flagging assay interference; actives 0.29% (n = 280,000); TRb/SRC2 Texas Red total fluorescence interference; AID 1479; Potency, µM (titrated, usually from 106 µM), for inactives: top-dose fluorescence change, negative = quenching; active = well fitted curve in either direction with a large enough effect; inconclusive = small, poorly fitted or top-dose-only effect; note: potency is the fitted concentration of half-maximal effect; % is set by controls: 0 for no effect and ±100 for the full control effect
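Flags fluorescent or light-absorbing compounds by total fluorescence, S + 2P, at 555 nm excitation and 632 nm emission. Mixture: 20 nM Texas Red SRC2 peptide, 0.6 uM human TRb LBD, 1 uM T3, 5% DMSO; compound exposure 5 h at ambient temperature.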
aGal spleen mod: inhibits or activates alpha-galactosidase in human spleen homogenate; P06280; human spleen homogenate, 4MU-alpha-Gal fluorescence, 40 min; Potency, µM (top dose mostly 80 µM), without a hit: at the highest dose activity change, negative = inhibition, usual class: inhibitors; actives 0.008% (n = 240,000); AID 2107;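 note: potency is the fitted concentration of half-maximal effect; 0% = enzyme with vehicle and -100% = no enzyme basal signal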
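qHTS titration in buffer at pH 5.0. Alpha-galactosidase activity in spleen homogenate was measured via 4-methylumbelliferone release from 1 mM fluorogenic substrate after 40 min at 37C and a pH 10 stop. AC50 came from Hill fits of control-normalized data.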
Epigenetic derep: regulators of epigenetic silencing causing reporter derepression in mouse cells | murine LDR cells, GFP reporter derepression, 30 h | Potency, µM (top dose mostly 53.9 µM), without a hit: top-dose GFP activation, most hits filed as activators | actives 0.2% (n = 280,000); note: potency is the fitted concentration of half-maximal effect; % of control where 0% means no effect; nearly all actives have a fitted effect of over 60% in size
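Readout is the number of GFP-expressing murine LDR cells, counted by cytometry following washing. Cells were treated with compound for 30 h at 37 C; the stably integrated CMV-GFP locus is normally silent.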
Tau fluor cs: counter-screen for tau fibril formation inhibitors | tau K18 P301L (four-repeat tau fragment) Alexa594 fluorescence, heparin fibrillization | Potency, µM (series often up to 57.7 µM), inactives show at the highest dose activity change, negative = decrease | actives 0.93% (n = 280,000); note: potency is the fitted concentration of half-maximal effect; % is set by controls: 0 for no effect and ±100 for the full control effect; nearly all actives have a fitted effect of over 55% in size
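Human K18 P301L tau (15 uM unlabeled plus 0.24 uM Alexa 594-labeled, final) in 100 mM sodium acetate pH 7 was mixed with compound and 20 uM heparin and incubated 6 hr at 37 C.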
CBFb RUNX1 block: CBF-beta/RUNX1 interaction disruption | Potency, µM (doses to about 59.8 µM), inactives show top-dose activity, negative = inhibition, most hits filed as inhibitors | 230,000 tested, under 10 active | AlphaScreen CBFb-His/RUNX1-biotin binding, biochemical | Q01196+Q13951; note: % of control where 0% means no effect
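Read-out: AlphaScreen. Format: His-CBF-beta with biotinylated RUNX1 (30 nM each) preincubated 20 min, compound 15 min, Ni-chelate plus streptavidin beads 90 min; room temperature throughout.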
Starred values were filed as active, the others as inactive; ? = inconclusive; nt = not tested or not shown; & = joins results of further samples; [ ] = remark or other dose. Unless noted, calls come from the whole dose curve; as a rule, active = well fitted curve in the direction sought with a large enough effect; inconclusive = small, poorly fitted or top-dose-only effect, or another doubt; inactive = no such curve, though single readings can be large; an effect the other way counts as inactive or inconclusive.

SMILES	Tau FP inhib	TRb SRC2 PPI	NPSR antag	TR SRC2 fluor cs	aGal spleen mod	Epigenetic derep	Tau fluor cs	CBFb RUNX1 block
Cc1cc(C)n2nc(SCc3nc4ccccc4[nH]3)nc2n1	-2%	-20%	-3%[46.1 µM]	1%	15%	0.0%	8%	15%
O=[N+]([O-])c1cc(O)c2ncccc2c1	-6%	-3%	-45%	-1%	3%	?	-15%	nt
COc1ccc(CNC(=O)c2csc(Cc3ccc(OC)cc3)n2)cc1	1%	1%	-8%[46.1 µM]	-3%	1%	2.7%	-1%	5%
Cc1cc(C)cc(C(=O)NC(=S)Nc2ccc(Cc3ccncc3)cc2)c1	-9%	-4%	-28%	-2%	-2%	-3.2%	-26%	-5%
FC(F)(F)c1nc(N2CCN(c3ccccc3)CC2)nc2c1CCCCC2	6%	4%	-3%[46.1 µM]	-6%	-19%	0.0%	-10%	0%
COC(=O)c1ccccc1NC(=O)CSc1nc(O)cc(=O)n1C1CCCC1	-2%	7%	?	0%	-5%	-5.4%	-8%	6%
O=C(O)CCNC(=O)/C(=C\C=C\c1ccccc1)NC(=O)c1ccccc1	-4%	3%	-9%	0%	5%	2.4%	-14%	2%
N#C/C(=C\c1ccc(O)c(O)c1)C(=O)NCc1ccccc1	-4%&18%&6%&6%	6%&-8%&-6%&2%	-17%[46.1 µM]	0%&-5%&-4%&-2%	22%&-3%&-18%&1%	-1.2%&2.1%&1.0%&0.4%	?	?
CCOc1ccc(-n2cc(-c3ccccc3)c3c(N4CCN(c5ccccc5OC)CC4)ncnc32)cc1	12%	-6%	nt	-1%	nt	0.8%	-10%	nt
COc1ccc(NC(=O)COc2ccc(C(=O)OCC(=O)N(C)C3CCS(=O)(=O)C3)cc2OC)cc1 (stereo unspecified)	-1%	-3%	15%	-4%	-5%	1.4%	-4%	6%
O=C(NCc1ccncc1)C(=O)NC1CC1	0%	0%	26%	-1%	0%	-1.1%	-10%	-2%
COc1nc(NCCc2ccc(OC)c(OC)c2)nc(NC(C)(C)CO)n1	-6%	-7%	-10%[46.1 µM]	0%	0%	1.2%	-4%	11%
COc1ccc(CNCC(O)COc2cccc3c2OC(C)(C)C3)cc1 (stereo unspecified)	9%	3%	9%	-3%	-2%	0.9%	1%	5%
CCOc1ccc(NC(=O)CSC2=Nc3ccccc3C3=NC(CC(=O)NCc4ccco4)C(=O)N23)cc1 (stereo unspecified)	2%	1%	nt	2%	nt	-1.3%	-16%	nt
CCN1CCN(CCOCCOc2ccccc2-c2ccccc2)CC1	3%	-3%	8%	-1%	-3%	3.1%	-2%	-7%
COc1ccc2c(c1)C(=O)[C@@H](OC(=O)Nc1cc(OC)c(OC)c(OC)c1)[C@H](c1ccc(OC)c(Br)c1)O2	1%	-3%	nt	2%	10%	-1.1%	-20%	-17%
CC(=O)Nc1ccc2nc(CN3CCN(CC=C(C)C)C(CCO)C3)ccc2c1 (stereo unspecified)	-6%	-2%	-14%	1%	2%	-1.2%	0%	14%
Cc1onc(-c2ccccc2Cl)c1C(=O)Nc1cccc(-c2cn3cccnc3n2)c1	-12%	1%	-5%[46.1 µM]	0%	?	0.9%	?	4%
CN(C(=O)CSc1nnc2ccccn12)C1CCS(=O)(=O)C1 (stereo unspecified)	6%	2%	0%[46.1 µM]	-3%	10%	0.0%	-5%	1%
CCC(=O)N1c2ccccc2CC1C(=O)NCCN1CCN(c2cccc(C(F)(F)F)c2)CC1 (stereo unspecified)	10%	0%	nt	0%	nt	-1.9%	-9%	nt
Cc1ccc(S(=O)(=O)NCCC(=O)OCC(=O)Nc2cccc(S(=O)(=O)NC3=NCCCCC3)c2)cc1	-2%	13%	5%	-2%	-1%	-3.1%	-3%	13%
CCOC(=O)CSc1nc(-c2ccc(Cl)cc2)cc(C(F)(F)F)c1C#N	-11%	-4%	nt	2%	nt	1.8%	-8%	nt
CCOC(=O)c1cc(-c2nnc(SCC(=O)Nc3ccc(F)cc3)o2)c(C)nc1C	-10%	-5%	?	2%	6%	-2.9%	-15%	-2%
Cc1c(O)ccc(C(=O)CN2CCN(Cc3ccc4c(c3)OCO4)CC2)c1O	-23%	-7%	8%	-2%	-14%	-3.0%	-27%	-3%
COCCNC(=O)CNC(=S)N(CCCN1CCOCC1)Cc1cccs1	2%	2%	12%	-2%	2%	-1.3%	13%	0%

Overlap with the part before: two compounds, followed by the next part.
SMILES	Tau FP inhib	TRb SRC2 PPI	NPSR antag	TR SRC2 fluor cs	aGal spleen mod	Epigenetic derep	Tau fluor cs	CBFb RUNX1 block
Cc1c(O)ccc(C(=O)CN2CCN(Cc3ccc4c(c3)OCO4)CC2)c1O	-23%	-7%	8%	-2%	-14%	-3.0%	-27%	-3%
COCCNC(=O)CNC(=S)N(CCCN1CCOCC1)Cc1cccs1	2%	2%	12%	-2%	2%	-1.3%	13%	0%
CCCc1nc(N)c(C#N)c(N)c1C#N	3%	-1%	7%[46.1 µM]	1%	-1%	-0.4%	7%	6%
CC(=O)Nc1ccc2nc(NC(=O)c3cccs3)sc2c1	-4%	4%	-5%	-3%	9%	4.7%	-6%	8%
Cc1ccc(C)c(OCC(=O)Nc2nonc2NC(=O)COc2cc(C)ccc2C)c1	?	-5%	-19%[46.1 µM]	-1%	22%	0.0%	-22%	1%
C=CCn1c(=O)c2ccc(C(=O)NCc3ccccc3)cc2n(Cc2ccc(Cl)cc2)c1=O	-4%	-2%	-35%	0%	5%	2.2%	-9%	-10%
COc1ccc(Cn2c(CO)cnc2SCc2ccc(F)cc2)cc1	-5%	-5%	nt	-32%	nt	-1.7%	-5%	nt
CS(=O)(=O)c1nncn1-c1ccccc1	-3%	4%	5%	0%	4%	1.0%	1%	-1%
CC(C)=CCC(C)(C)CNC(=O)NC1CCCCC1	9%	-1%	-9%[46.1 µM]	-7%	-7%	-0.8%	10%	-4%
CC(C)CNC(=O)CC(c1ccccc1)c1c(O)ccc2ccccc12 (stereo unspecified)	6%	-2%	?	-5%	2%	-2.3%	-29%	2%
COC(=O)c1cc(C(C)=O)c(C)[nH]c1=O	3%	3%	1%	2%	11%	0.0%	6%	3%
COc1ccc(C(=O)n2nc(-c3ccc(OC)cc3)nc2N)cc1	-16%	3%[53 µM]	-17%	0%[53 µM]	-4%	1.3%	-1%	16%
CCC(=O)Nc1nc(C)c(C(=O)N2CCCCC2)s1	1%	5%	-4%[46.1 µM]	-2%	6%	0.3%	6%	2%
CCc1ccccc1NC(=O)Cn1c(=O)n(CCCS(=O)(=O)C2CCCCC2)c(=O)c2ccccc21	15%	-3%	nt	0%	nt	1.4%	-5%	nt
Nn1c(SCC(=O)N2CCc3ccccc3C2)nnc1-c1cccs1	?	-7%	-14%[46.1 µM]	-2%	2%	-1.8%	-15%	-4%
O=C1CCC=C1[C@@H](O)CCc1ccccc1	-3%[11.6 µM]	4%[11.2 µM]	nt	2%[11.2 µM]	5%[17.5 µM]	0.0%[10.1 µM]	-5%[11.6 µM]	5%[13.1 µM]
Cc1cccc(N2CCN(C(=O)c3ccc(NC(=O)c4nsc5ccccc45)cc3)CC2C)c1 (stereo unspecified)	6%	3%	nt	-3%	nt	3.5%	-20%	nt
COc1cc(C(=O)OCC(=O)N(C)C)cc(NC(=O)c2ccco2)c1OC	0%	10%	-3%[46.1 µM]	-1%	4%	0.3%	-4%	1%
COc1ccc(Nc2nc(C(=O)N3CCc4cc(OC)c(OC)cc4C3)cs2)cc1	15%	1%	-30%	-2%	-4%	1.7%	-49%	-6%
O=C(CCCCCN1C(=O)c2ccccc2C1=O)Nc1ccc(F)cc1	0%	-10%	-5%[46.1 µM]	-9%	-6%	-0.8%	-10%	6%
O=C(C[n+]1cc(-c2ccc(Cl)c(Cl)c2)n2c1CCC2)OCc1ccccc1	4%	2%	-3%	-2%	3%	-1.1%	4%	4%
CCN(c1ccccc1)S(=O)(=O)c1ccc(C(=O)Nc2nccs2)cc1	-8%	8%	-7%[46.1 µM]	1%	12%	-3.0%	-21%	-5%

Shown with values under each structure: part of the list above
The line under a structure holds: Tau FP inhib	TRb SRC2 PPI	NPSR antag	TR SRC2 fluor cs	aGal spleen mod	Epigenetic derep	Tau fluor cs	CBFb RUNX1 block
Cc1ccc(C)c(OCC(=O)Nc2nonc2NC(=O)COc2cc(C)ccc2C)c1
→ ?	-5%	-19%[46.1 µM]	-1%	22%	0.0%	-22%	1%
COC(=O)c1cc(C(C)=O)c(C)[nH]c1=O
→ 3%	3%	1%	2%	11%	0.0%	6%	3%

Limited to Tau FP inhib and Epigenetic derep (7 entries from above):
| mol | Tau FP inhib | Epigenetic derep |
| --- | --- | --- |
| CC(C)=CCC(C)(C)CNC(=O)NC1CCCCC1 | 9% | -0.8% |
| CC(C)CNC(=O)CC(c1ccccc1)c1c(O)ccc2ccccc12 (stereo unspecified) | 6% | -2.3% |
| COC(=O)c1cc(C(C)=O)c(C)[nH]c1=O | 3% | 0.0% |
| COc1ccc(C(=O)n2nc(-c3ccc(OC)cc3)nc2N)cc1 | -16% | 1.3% |
| CCC(=O)Nc1nc(C)c(C(=O)N2CCCCC2)s1 | 1% | 0.3% |
| CCc1ccccc1NC(=O)Cn1c(=O)n(CCCS(=O)(=O)C2CCCCC2)c(=O)c2ccccc21 | 15% | 1.4% |
| Nn1c(SCC(=O)N2CCc3ccccc3C2)nnc1-c1cccs1 | ? | -1.8% |

Copied from the list:
Under CBFb RUNX1 block, COc1ccc(NC(=O)COc2ccc(C(=O)OCC(=O)N(C)C3CCS(=O)(=O)C3)cc2OC)cc1 (stereo unspecified) is listed with 6%
Under TRb SRC2 PPI, Cc1onc(-c2ccccc2Cl)c1C(=O)Nc1cccc(-c2cn3cccnc3n2)c1 is listed with 1%
Under Tau FP inhib, O=C1CCC=C1[C@@H](O)CCc1ccccc1 is listed with -3%[11.6 µM]
Under Epigenetic derep, CN(C(=O)CSc1nnc2ccccn12)C1CCS(=O)(=O)C1 (stereo unspecified) is listed with 0.0%

Not all compounds are listed. The share of hits here may be higher or lower than overall.
